# NR2E3 ag-1: agonists of human nuclear receptor NR2E3 | Q9Y5X4 | GST-NR2E3/biotin-RetCOR TR-FRET, 1536-well | inhibition of corepressor binding, % at 4.78 µM | 320,000 compounds, 0.12% hits | AID 2300;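 active means percent inhibition above the cutoff of mean plus 3 SD of all tested compounds, set per screening campaign, cut at about 20% in these data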;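 further: 0% = DMSO wells and 100% = biotin wells as full block of FRET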
# Target sequence (Q9Y5X4 whole entry, looked up): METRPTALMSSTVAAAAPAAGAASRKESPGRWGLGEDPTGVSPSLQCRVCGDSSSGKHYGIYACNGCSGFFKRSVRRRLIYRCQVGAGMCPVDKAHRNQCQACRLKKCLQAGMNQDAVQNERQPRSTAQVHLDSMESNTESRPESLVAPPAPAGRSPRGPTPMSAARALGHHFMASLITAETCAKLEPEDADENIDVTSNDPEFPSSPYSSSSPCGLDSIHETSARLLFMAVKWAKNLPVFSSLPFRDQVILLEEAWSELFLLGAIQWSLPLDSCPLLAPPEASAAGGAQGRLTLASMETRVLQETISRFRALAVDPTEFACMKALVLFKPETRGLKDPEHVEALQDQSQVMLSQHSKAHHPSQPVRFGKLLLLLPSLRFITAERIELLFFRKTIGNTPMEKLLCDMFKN
#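 Assay system: NR2E3–RetCOR corepressor complex. Quantity: 1.35 nM GST-NR2E3. Buffer or medium: pH 7.5 Tris-based buffer. Reagent: biotinylated RetCOR corepressor at 7 nM final. Schedule: 5 h at 4 °C. Detection: TR-FRET, emission read at 617 and 671 nm. Replicates: one well per compound, singlicate testing.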
# H9c2 protect: protects H9c2 cardiomyocytes from peroxide injury. H2O2 injury protection, ATPLite, 2 h. protection from H2O2 cell death, % at 20 µM. 360,000 compounds, 0.63% hits. AID 588492;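 active means compounds giving at least 50% protection of heart cells from peroxide-induced death in the single-dose screen, raw or plate-pattern-corrected value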;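 further: 0% = DMSO wells with peroxide and 100% = DMSO wells without peroxide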
# TRPM1 prom inh: reduces MITF-dependent TRPM1 promoter luciferase signal. inhibition, % at 12.5 µM. SK-MEL-5 TRPM1 promoter luciferase, 24 h. 330,000 compounds, 0.83% hits. AID 488899;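 active means mean inhibition across replicates of 60% or more, whatever share of single replicates reaches that level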; further: values of inactives mirror those of a sister screen read the other way
# hiPSC survival: enhancers of human iPSC single-cell survival | hiPSC single-cell survival, ATPlite luminescence; 100% = ROCK inhibitor wells, 0% = DMSO | survival enhancement, % at 20 µM | 360,000 compounds, 0.044% hits | AID 602274; in the data active means survival enhancement above about 18%;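 further: cells exposed to compounds for 16 hours before the ATP read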
# PDI inh: blocks human protein disulfide isomerase activity; PDI insulin aggregation turbidity, A650, 90 min; inhibition, % at 10 µM; 350,000 compounds, 0.052% hits;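 active means mean inhibition across replicates of 30% or more, whatever share of single replicates reach that level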;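 further: absorbance from insulin aggregation driven by PDI reduction with DTT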
# NR2E3 ag-2: activates human NR2E3 receptor; CHO-S Gal4-NCOR/VP16-NR2E3 two-hybrid, luciferase; inhibition of corepressor binding, % at 3.98 µM; 360,000 compounds, 0.35% hits; AID 602229;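 active means inhibition above the mean of all tested compounds plus 3 SD, cut at about 70% in these data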;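 further: 0% = DMSO with NR2E3 transfected cells and 100% = cells lacking NR2E3 construct; higher means lower luciferase signal from less NR2E3 corepressor binding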
# HIF-2a block: blocks HIF-2a reporter activity. 786-0 RCC cells HIF-2a reporter, luciferase luminescence, overnight. inhibition, % at 18.8 µM. 360,000 compounds, 0.72% hits. AID 624352;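 active means inhibition of the luminescence signal of 40% or more relative to plate controls, in a single-dose primary screen at 18.75 µM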
# Shn3 inh set2: Schnurri-3 reporter inhibition in Clone20 osteoblasts. Clone20 osteoblast Shn3 3'UTR firefly luciferase, 24 h. inhibition, % at 12.5 µM. 360,000 compounds, 0.52% hits;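 active means mean inhibition of at least 75% with every replicate also reaching 75%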;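 further: 0% = median of neutral control wells and 100% = pilot-screen positive control compound; some compounds past the cut are filed as inactive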
# HTR2A ag: agonists of mouse serotonin 5-HT2A receptor (HTR2A). P35363. CHO-K1 mHTR2A beta-arrestin complementation, luminescence; percent of 30 µM serotonin response. activation, % at 7.6 µM. 360,000 compounds, 0.66% hits;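 active means activation above a run cutoff, the mean activation of all tested compounds plus 3 SD, cut at about 14% in these data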;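 further: 0% = plate median of compound wells and 100% = 30 µM serotonin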
# Target sequence (P35363 whole entry, looked up): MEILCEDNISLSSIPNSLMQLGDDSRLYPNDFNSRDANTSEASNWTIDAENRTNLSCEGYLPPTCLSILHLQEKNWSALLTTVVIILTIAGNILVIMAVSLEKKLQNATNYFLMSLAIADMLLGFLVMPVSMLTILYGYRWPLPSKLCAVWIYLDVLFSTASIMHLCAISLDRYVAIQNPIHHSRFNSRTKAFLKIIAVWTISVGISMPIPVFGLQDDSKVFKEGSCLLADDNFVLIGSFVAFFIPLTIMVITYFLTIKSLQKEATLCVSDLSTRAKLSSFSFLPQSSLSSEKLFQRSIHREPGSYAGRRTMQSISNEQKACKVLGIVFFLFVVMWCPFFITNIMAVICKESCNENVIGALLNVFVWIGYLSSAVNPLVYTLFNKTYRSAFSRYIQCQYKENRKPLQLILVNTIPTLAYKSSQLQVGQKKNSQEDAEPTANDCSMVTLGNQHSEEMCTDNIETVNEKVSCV
# CaV13 FRET inh: Disruptors of the CACNA1D IQ motif to Ca2+-dependent inactivation inhibitor domain association, primary screening, Förster resonance energy transfer in intact living …. HEK cells, CFP/YFP FRET ICDI-IQ, plate reader, 10 min; percent FRET-ratio fall versus neutral wells. inhibition, % at 12.3 µM. 340,000 compounds, 0.098% hits;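 active means mean replicate inhibition of at least 30% and at least 1% of replicates passing that level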;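 further: 0% = median of the neutral control wells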
# Peg3 promoter: inhibitors of Peg3 promoter; HeLa PEG-Prom luciferase reporter, luminescence, overnight; inhibition, % at 20 µM; 360,000 compounds, 1.7% hits;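 active means inhibition of at least 50% at 20 µM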
# An asterisk follows results filed as active; x = no result given.
1: CCOCCCNC(=O)C1CCN(c2cc(C)nc3c(-c4ccc(OC)c(OC)c4)c(C)nn23)CC1
2: COC(=O)CCC(=O)Nc1ccc(N=Nc2ccccc2)cc1
3: COCOCCn1cc(CN2CCS(=O)(=O)N(Cc3ccc(-c4ccc(Cl)c(Cl)c4)cc3)C(C)C2=O)nn1 (stereo not drawn)
4: Clc1ncnc2c1oc1ccccc12
5: Cn1c(SCC(=O)c2ccc(F)cc2)nnc1-c1ccccc1N
6: O=C(NC1CCCC1)c1ccc2c(c1)N(Cc1ccccc1)CCS2
7: CCOC(=O)Nc1ccc2c(CN3CCN(S(=O)(=O)c4ccccc4)CC3)cc(=O)oc2c1
8: Cc1cccc(NC(=S)NCCO)c1C
entry no.,1,2,3,4,5,6,7,8
NR2E3 ag-1,-2,1,x,-2,2,5,-1,0
H9c2 protect,15,0,-3,-27,0,0,14,7
TRPM1 prom inh,25,-35,x,-8,-15,4,-11,10
hiPSC survival,-3.1,-0.3,0.8,-5.5,0.4,-0.5,0.4,4.9
PDI inh,-8,3,8,-6,-9,18,2,-4
NR2E3 ag-2,-9,-9,44,-159,-34,-16,16,-5
HIF-2a block,18,-144,-38,-233,-123,6,7,4
Shn3 inh set2,13,-34,70,-50,-8,7,6,0
HTR2A ag,2,0,-5,0,-3,8,-2,9
CaV13 FRET inh,-5,2,-10,-4,x,-17,x,-4
Peg3 promoter,2,-210,93*,-227,-85,18,43,-4

# Five compounds from above, ordered by the number in PDI inh, lowest first:
entry	canonical_smiles	PDI inh
5	Cn1c(SCC(=O)c2ccc(F)cc2)nnc1-c1ccccc1N	-9
4	Clc1ncnc2c1oc1ccccc12	-6
8	Cc1cccc(NC(=S)NCCO)c1C	-4
3	COCOCCn1cc(CN2CCS(=O)(=O)N(Cc3ccc(-c4ccc(Cl)c(Cl)c4)cc3)C(C)C2=O)nn1 (stereo not drawn)	8
6	O=C(NC1CCCC1)c1ccc2c(c1)N(Cc1ccccc1)CCS2	18

# (more compounds)
9: Nc1ncnc2c1ncn2C1OC(COP(=O)(O)O)C(O)C1O (stereo not drawn)
10: COc1ccc(OC)c(NC(=O)Cc2ccc(NC3=NC4CS(=O)(=O)CC4S3)cc2)c1 (stereo not drawn)
11: Clc1ccc(OCCSCc2nc3ccccc3[nH]2)cc1
12: Cc1ccc(CCNC(=O)CCS(=O)(=O)c2cc3c(cc2C)NC(=O)CO3)cc1
13: CCOC(=O)c1sc(NC(=O)CCCCCN2C(=O)c3cccc4cccc(c34)C2=O)nc1C
14: COC(=O)CCC(=O)OC1(C)C(=O)C=C2C=C3CCCN3C=C2C1=O (stereo not drawn)
15: Cc1cccc(-c2ncc(CN3CCCC(CO)(Cc4ccccc4C)C3)cn2)c1 (stereo not drawn)
16: O=[N+]([O-])c1ccc2c(c1)CO[C@@]21O[C@H](CCO)C[C@H](O)[C@H]1O
entry no.,9,10,11,12,13,14,15,16
NR2E3 ag-1,1,-3,1,1,x,3,-2,x
H9c2 protect,23,0,-23,0,5,9,-20,0
TRPM1 prom inh,-15,x,-1,x,67*,-4,-22,x
hiPSC survival,1.0,1.8,1.0,1.0,-2.1,1.6,0.3,-0.3
PDI inh,0,x,21,x,2,2,-3,x
NR2E3 ag-2,-3,-1,25,-8,-15,10,7,0
HIF-2a block,-6,-8,-46,7,4,5,-16,6
Shn3 inh set2,-13,-6,14,-7,18,-11,8,-10
HTR2A ag,9,-6,-10,-6,7,5,2,-2
CaV13 FRET inh,-5,-5,-5,-6,-5,-6,-16,-7
Peg3 promoter,-19,9,-55,1,41,-2,-17,8

17: Cc1ccccc1CC(=O)Nc1cc(C(C)(C)C)on1
18: CCOc1ncccc1C(=O)N(CC)CC(=O)NCc1ccc(Cl)cc1
19: O=C(NCCC(=O)N1CCC2(CC1)NCCc1[nH]cnc12)c1cccc(Cl)c1
20: FC(F)(F)c1cc(CO[C@@H]2CCCN[C@@H]2c2ccccc2)cc(C(F)(F)F)c1
21: COC(=O)c1sc(NC(=O)CSc2nnnn2-c2cccc(OC)c2)nc1C
22: O=C(NC(N1CCOCC1)C(Cl)(Cl)Cl)c1ccc(Br)cc1 (stereo not drawn)
23: CC(=O)c1cccc(Nc2cc(C)nc3c(C)cc(C)cc23)c1
24: CSc1nc(N2CCOCC2)c2c3c(sc2n1)CCCC3
entry no.,17,18,19,20,21,22,23,24
NR2E3 ag-1,3,1,0,-1,6,0,1,1
H9c2 protect,-3,0,6,-25,-2,1,2,6
TRPM1 prom inh,-16,x,11,-2,2,1,-4,6
hiPSC survival,0.6,-0.3,-0.5,0.3,0.2,1.5,0.1,-1.2
PDI inh,-6,1,-2,18,-2,3,3,6
NR2E3 ag-2,-33,20,12,0,-29,-38,-32,-33
HIF-2a block,-31,14,7,-2,7,7,27,30
Shn3 inh set2,1,-8,-15,-15,2,-14,-2,15
HTR2A ag,5,2,-8,-1,0,0,-1,2
CaV13 FRET inh,-4,-3,-13,-5,-5,-4,-22,1
Peg3 promoter,-9,18,6,72*,0,12,30,12

# Complete entries as entered above. Screens in order: NR2E3 ag-1	H9c2 protect	TRPM1 prom inh	hiPSC survival	PDI inh	NR2E3 ag-2	HIF-2a block	Shn3 inh set2	HTR2A ag	CaV13 FRET inh	Peg3 promoter
# Results for Cc1cccc(NC(=S)NCCO)c1C = 0	7	10	4.9	-4	-5	4	0	9	-4	-4
# Results for COC(=O)CCC(=O)OC1(C)C(=O)C=C2C=C3CCCN3C=C2C1=O (stereo not drawn) = 3	9	-4	1.6	2	10	5	-11	5	-6	-2

# (cont.)
25: CCN(C(=O)C1CCN(S(=O)(=O)c2cccc3nonc23)CC1)c1ccccc1
26: COC(=O)c1ccc(CN2CCc3ccccc32)cc1
27: COc1ccc(CC(=O)O/N=C(\N)Cc2cccc3ccccc23)cc1OC
28: Cc1ccc(N(Cc2cc3ccccc3[nH]c2=O)S(=O)(=O)c2ccccc2)cc1
29: CN(C(=O)CN(CCO)CC(=O)N(C)C(C)(C)Cc1ccccc1)C(C)(C)Cc1ccccc1
30: C[C@H](NC(=O)c1[nH]cnc1C(=O)Nc1cccc(Cl)c1)c1ccccc1
31: COCCNCc1ccc(C(C)C)cc1
32: Cc1ccc(OS(=O)(=O)c2ccc(-c3csc(C)n3)s2)c(C)c1
entry no.,25,26,27,28,29,30,31,32
NR2E3 ag-1,1,3,2,0,5,3,-4,-5
H9c2 protect,9,1,-6,2,23,18,3,-11
TRPM1 prom inh,x,5,16,9,6,5,5,3
hiPSC survival,0.5,0.5,0.7,-0.3,-4.6,-0.4,-1.6,-0.7
PDI inh,x,-6,-5,-3,2,0,24,-2
NR2E3 ag-2,13,1,-23,-12,-22,-23,-2,17
HIF-2a block,4,14,-11,25,-7,-10,5,11
Shn3 inh set2,-4,2,-4,8,23,13,0,7
HTR2A ag,15*,2,-4,-4,-3,-1,11,-2
CaV13 FRET inh,-3,-3,-5,-5,-5,-17,-2,-4
Peg3 promoter,16,-4,6,46,20,13,-7,12

# 3 compounds from above, showing only HTR2A ag and Shn3 inh set2.
no. | SMILES | HTR2A ag | Shn3 inh set2
29 | CN(C(=O)CN(CCO)CC(=O)N(C)C(C)(C)Cc1ccccc1)C(C)(C)Cc1ccccc1 | -3 | 23
27 | COc1ccc(CC(=O)O/N=C(\N)Cc2cccc3ccccc23)cc1OC | -4 | -4
25 | CCN(C(=O)C1CCN(S(=O)(=O)c2cccc3nonc23)CC1)c1ccccc1 | 15* | -4

# New compounds follow
33: C=CCN1C(=O)NC(c2ccccc2)(C(F)(F)F)S/C1=C(\C#N)c1nnc(N2CCOCC2)n1-c1ccccc1 (stereo not drawn)
34: O=S(=O)(NCc1ccccc1Br)c1cccs1
35: C[C@H](CO)N1C[C@H](C)[C@@H](CN(C)S(=O)(=O)c2ccccc2)OCc2cn(nn2)CCCC1=O
36: Nc1nnnn1/N=C/c1cccc(Oc2ccccc2)c1
37: COC(=O)c1ccc(OS(=O)(=O)N(C)C)cc1
38: C/C(CC(=O)Nc1cccc2c1CCCC2)=N\NC(=O)c1ccccc1N
39: CCOC(=O)CN1C(=O)NC(C)(c2ccc(OC(F)F)cc2)C1=O (stereo not drawn)
40: Cc1cc(O)ccc1N/C=C/c1onc(C)c1[N+](=O)[O-]
entry no.,33,34,35,36,37,38,39,40
NR2E3 ag-1,7,-2,x,3,4,2,-1,2
H9c2 protect,8,-2,-9,0,1,12,1,-2
TRPM1 prom inh,17,-3,x,-15,-41,-8,15,-21
hiPSC survival,1.1,-1.0,2.7,1.0,-1.7,-2.9,-2.3,-0.9
PDI inh,-2,-7,-5,-2,8,-5,-1,-12
NR2E3 ag-2,8,6,-3,-20,-33,-51,-6,-97
HIF-2a block,36,-41,3,-70,-134,-34,4,-171
Shn3 inh set2,-17,-24,-7,-9,-36,-72,-2,-60
HTR2A ag,1,-2,8,1,-2,-1,-1,-2
CaV13 FRET inh,1,x,-5,-3,2,-4,-4,-45
Peg3 promoter,32,-17,10,-70,-143,-6,12,-234

41: Cn1cccc1C(=O)Nc1ccc(N2CCOCC2)cc1
42: CC(C)(Oc1ccc(Cl)cc1)C(=O)OCC(=O)NCCc1ccccc1
43: CN(C)c1cccc(C(=O)Nc2ccc3nc4n(c(=O)c3c2)CCCCC4)c1
44: COc1ccc(C2=CC(=O)OC(C)(c3ccccc3)O2)cc1 (stereo not drawn)
45: CN(C)CCCNc1cc(C(C)(C)C)nc2c(-c3ccc(Cl)cc3)cnn12
46: O=C(Cc1ccccc1)Nc1ccc(C(=O)O)cc1
47: CCOC(=O)N1CCN(C(=O)c2ccc(N(Cc3ccc(C)cc3)S(C)(=O)=O)cc2)CC1
48: CCOC(=O)c1c(NC(=O)CSc2nnc(N)s2)sc(C)c1-c1ccc(C)cc1
49: COc1cccc(C(C)(O)c2nc(-c3cccs3)cs2)c1 (stereo not drawn)
50: CC(C)(C)NC(=O)CN1CCC(NC(=O)C23CC4CC(CC(C4)C2)C3)CC1
entry no.,41,42,43,44,45,46,47,48,49,50
NR2E3 ag-1,x,0,-2,-2,0,5,-1,1,x,0
H9c2 protect,-23,-4,16,-3,-21,3,1,-16,-9,-1
TRPM1 prom inh,-29,3,x,0,-26,-4,17,-3,x,-4
hiPSC survival,-3.4,-0.4,-1.3,-1.2,-0.8,-3.5,-1.0,-1.5,0.8,-0.1
PDI inh,6,6,-6,3,-3,2,6,11,0,-7
NR2E3 ag-2,-113,1,-70,-24,-9,-1,25,-2,-22,-2
HIF-2a block,-91,2,-123,-10,-42,16,17,19,3,14
Shn3 inh set2,-56,10,-8,10,-43,-22,12,7,-43,-13
HTR2A ag,15*,1,-1,1,-9,5,2,7,-6,-3
CaV13 FRET inh,-2,-8,-6,-4,-5,-9,-10,2,-6,-3
Peg3 promoter,-99,3,-80,29,104*,13,8,21,-1,23

# Compound activity from PubChem BioAssay.
